aSyn rescue: inhibitors of alpha-synuclein toxicity in yeast; Potency, µM (doses to about 46.1 µM), for inactives: at the highest dose growth rescue (activation), usual class: activators; hit rate 0.14% among 370,000; Yeast expressing alpha-synuclein, growth rescue, BacTiter-Glo, 24 h; active means well fitted activation curve with a large enough effect; inconclusive means small, poorly fitted or top-dose-only effect; inactive means no such curve, though single readings can be large or run the other way; further: % of control where 0% means no effect; nearly all actives have a fitted effect of over 65% in size
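Readout is rescue of growth in alpha-synuclein-expressing yeast, so inhibitors of toxicity appear as activators. Growth after 24 hr at 30 deg C in galactose medium is quantified by luminescence.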
Numbers without * were called inactive; ? = inconclusive; & = joins results of further samples; [ ] = remark or other dose. Potency means the concentration at half of the fitted maximal effect. These rows are one share of the data (hit frequency here may not be typical).

Start of the listing, in advance:
SMILES	aSyn rescue
Cc1ccn2c(NCc3ccco3)c(-c3ccccc3)nc2c1	-2%
CCN(CC)c1ccc(/C=C/c2nccc3ccccc23)cc1	?

The list itself (from the top)
SMILES	aSyn rescue
Cc1ccn2c(NCc3ccco3)c(-c3ccccc3)nc2c1	-2%
CCN(CC)c1ccc(/C=C/c2nccc3ccccc23)cc1	?
COc1cc2cc(C#N)c(SCC(=O)OC(C)C)nc2cc1OC	-7%
CCSc1nnc(NC(=O)C2CCN(C(=O)c3ccco3)CC2)s1	-6%
CC(OC(=O)c1ccccc1OCCOc1ccccc1)C(=O)Nc1ccc(Br)cc1 (stereo not drawn)	0%
CCc1ccc2[nH]c(=O)c(CN(Cc3cccs3)Cc3nnnn3Cc3ccccc3)cc2c1	1%
CN(C)CCCNc1cc(N2CCN(C)CC2)ncn1	-10%
CC(O)(c1ccccc1)[N+]1(CC(=O)c2ccccc2)C=CC=C1 (stereo not drawn)	4%
CN(C)c1ccc(/C=C/c2cc[n+](C)c3ccc4ccccc4c23)cc1	-71%[inhibitor]
O=S(=O)(O)c1c(NS(=O)(=O)c2ccccc2)ccc2ccccc12	0%
CC[n+]1c2ccccc2cc2ccccc21	2%
O=C(O)C1=C/C(=C/C=[N+]2c3cc(O)c(O[C@H]4OC(CO)[C@@H](O)[C@@H](O)[C@@H]4O)cc3C[C@@H]2C(=O)[O-])C[C@H](C(=O)O)N1 (stereo partly drawn)	3%
COc1cc2c(NC3CCN(C)CC3)nc(N3CCCN(C)CC3)nc2cc1OCc1ccccc1	-11%
O=S(=O)(c1ccc(Cl)cc1)N1CCN(c2nc(-c3ccc(F)cc3)nc3cc(Cl)ccc23)CC1	-3%
Cc1cc(I)ccc1Nc1nc(NCCN2CCOCC2)nc(N2CCOCC2)n1	16%
Nc1nc(NCc2ccc(Cl)cc2Cl)c2[nH]cnc2n1	-2%&2%
O=C(Nc1cccc2cccnc12)c1ccc(Br)cc1	-17%
Cc1ccc(S(=O)(=O)N2CCN(c3nc(-n4cncn4)nc4ccccc34)CC2)cc1	4%
C=C1C=C(C)n2ncc(C(=O)Nc3ccccc3C(=O)OC)c2N1	?
c1ccc(-c2nc(-c3cnc4ccccc4n3)cs2)cc1	-18%
c1ccc(C(NCc2cccnc2)(c2ccccc2)c2ccccc2)cc1	25%
COc1ccc(/C=C/c2cnc3ccccc3n2)cc1OC	1%
Nc1c(Cl)cc(C=O)cc1Cl	1%
O=C(O)C1CCNCC1	-2%
Cc1nc2ccccc2nc1C	2%
COC(=O)c1ccc(NC(=O)COc2ccccc2C(=O)Nc2ccccc2)cc1	-4%
Cc1cc(NC(=O)COC(=O)c2ccccc2OCCOc2ccccc2)ccc1Br	-2%
COc1cc2c(NC3CCN(C)CC3)nc(N3CCCN(C)CC3)nc2cc1OCCOCCN(C)C	2%
COC(=O)C(CC(=O)c1ccc(Br)cc1)n1ccnc1 (stereo not drawn)	-86%[inhibitor]
CSc1ccc(/C=C2\C=Cc3ccc([N+](=O)[O-])cc32)cc1	3%

Looked up by compound from the entries so far (three):
SMILES	aSyn rescue
O=C(Nc1cccc2cccnc12)c1ccc(Br)cc1	-17%
Cc1cc(NC(=O)COC(=O)c2ccccc2OCCOc2ccccc2)ccc1Br	-2%
O=C(O)C1CCNCC1	-2%

More records:
SMILES	aSyn rescue
CCN(CCC#N)c1ccc(/C=C/c2ccnc3ccccc23)cc1	-23%
CCCN1CNc2c(c(=O)[nH]c(=S)n2CCc2cc(Cl)ccc2Cl)C1	-2%[36.9 µM]
O=C1c2ccccc2C(=O)N1c1ccc(S(=O)(=O)N2CCOCC2)cc1	-6%
COc1cc2nc(Cl)nc(NC(C)C)c2cc1OC	0%
CCN(CCN(C)Cl)/[N+]([O-])=N/Oc1ccc([N+](=O)[O-])cc1[N+](=O)[O-]	-25%
CCN1C(Br)=CCc2ccccc21	0%
CC(=O)NC(Cc1ccc(I)cc1)C(=O)NCC(N)C(=O)c1ccccc1 (stereo not drawn)	9%
O=C(O)/C(=C/c1c(C(=O)O)[nH]c2cc(Cl)cc(Cl)c12)c1ccccc1	3%
CCOc1ccccc1C1NC(c2ccc3c(c2)OCO3)=CC(c2ccccc2O)N1 (stereo not drawn)	1%
CC1CC(C)CN(c2oc(-c3ccc(OCc4ccc(Cl)cc4)cc3)nc2C#N)C1 (stereo not drawn)	?
CC(N)=NCCCC[C@@H](N)C(=O)O	-9%
CN(CCN(C)c1nc(-c2cccs2)nc2ccccc12)C(=O)OC(C)(C)C	-26%
C=CCc1cccc(C=NNC(=O)CN2CCN(Cc3ccccc3)CC2)c1O	-1%
CSc1ccccc1N1CCN(CCCCCC(=O)NC2CCCc3ccccc32)CC1 (stereo not drawn)	2%
CC(=O)NC(Cc1ccc(O)cc1)C(=O)NCC(N)C(=O)c1ccccc1 (stereo not drawn)	-3%

Single entries from the list:
Result for `C=CCc1cccc(C=NNC(=O)CN2CCN(Cc3ccccc3)CC2)c1O` under aSyn rescue: -1%
Result for `CCN(CCC#N)c1ccc(/C=C/c2ccnc3ccccc23)cc1` under aSyn rescue: -23%
Result for `O=C1c2ccccc2C(=O)N1c1ccc(S(=O)(=O)N2CCOCC2)cc1` under aSyn rescue: -6%
Result for `O=C(O)/C(=C/c1c(C(=O)O)[nH]c2cc(Cl)cc(Cl)c12)c1ccccc1` under aSyn rescue: 3%

Next part:
SMILES	aSyn rescue
O=C(Nc1ccc([N+](=O)[O-])cc1Cl)c1cc(Br)ccc1O	-73%[inhibitor]
Cc1ccc2[nH]c(=O)c(CN(Cc3ccccc3)Cc3nnnn3Cc3ccco3)cc2c1	-4%
O=C(C[n+]1cccc(Br)c1)c1ccc2c(c1)CCCC2	3%
Brc1cccc[n+]1CCCC[n+]1ccccc1Br	1%
Nc1nc(NCc2ccccc2Cl)c2[nH]cnc2n1	2%
Cc1nc(N=Nc2ccc(C(=O)O)cc2)c(COP(=O)(O)O)c(C=O)c1O	-1%
CCCCCCC1(C)NC(c2ccc3c(c2)OCO3)=CC(c2ccccc2O)N1 (stereo not drawn)	6%
CCOc1ccc(NC(=O)c2nc(S(=O)(=O)Cc3ccc(C)cc3)ncc2Cl)cc1	13%
Cc1ccccc1OCC(=O)NCC(=O)OCc1ccc2ccccc2c1	-8%
Cc1ccc2oc(-c3cccc(NC(=O)COc4ccc(Cl)cc4)c3C)nc2c1	-10%
CC(NC(=O)c1cnn2c1NC(=C1CC1)C=C2C(F)F)c1ccncc1 (stereo not drawn)	9%
O=C(C[N+]12CN3CN(CN(C3)C1)C2)c1ccc(Cl)cc1	20%
NS(=O)(=O)c1ccc(NC(=O)CSc2nnc3c(n2)[nH]c2ccccc23)cc1	-9%
Cc1ccccc1OC(C)C(=O)NCCNC(=O)C(C)Oc1ccccc1C (stereo not drawn)	0%
O=C(COC(=O)c1ccccc1Oc1ccccc1)Nc1ccc(Br)cc1	-14%

Among those listed so far, these have a nitro group on carbon.
SMILES	aSyn rescue
CSc1ccc(/C=C2\C=Cc3ccc([N+](=O)[O-])cc32)cc1	3%
CCN(CCN(C)Cl)/[N+]([O-])=N/Oc1ccc([N+](=O)[O-])cc1[N+](=O)[O-]	-25%
O=C(Nc1ccc([N+](=O)[O-])cc1Cl)c1cc(Br)ccc1O	-73%[inhibitor]

Other records follow:
SMILES	aSyn rescue
CC(C)(C)OC(=O)N1CCN(/[N+]([O-])=N/Oc2ccc([N+](=O)[O-])cc2[N+](=O)[O-])CC1	-59%[inhibitor]
N#Cc1nc(N(c2ccccc2)c2ccccc2)nc(-n2cccc2)n1	?
O=C(C[n+]1cc(Br)cc(Br)c1)c1ccc(I)cc1	-9%
C=C1NN(C)C(=O)N1c1ccc(OC)cc1	-1%
COc1ccc(CCNC(=O)c2cnn3c2NC(=C2CC2)C=C3C(F)F)cc1OC	9%
O=C(O)CCN(CCC(=O)O)c1ccc(/C=C/c2ccnc3ccccc23)cc1	-25%
CCOc1ccc(NC(=O)COC(=O)c2ccccc2OCc2ccccc2Br)cc1	-2%
CS(=O)(=O)c1ccc(C(=O)OCC(=O)Nc2cc(C(F)(F)F)ccc2Cl)cc1[N+](=O)[O-]	2%
CN(C)c1ccc(/C=C2\C=Nc3ccccc32)cc1	?
O=C(Nc1cccc(C(=O)Nc2ccc(S(=O)(=O)O)c3cc(S(=O)(=O)O)cc(S(=O)(=O)O)c23)c1)Nc1cccc(C(=O)Nc2ccc(S(=O)(=O)O)c3cc(S(=O)(=O)O)cc(S(=O)(=O)O)c23)c1	5%&0%
C(=C\c1ccnc2ccccc12)/c1cccnc1	-2%
COc1cc2nc(N3CCCN(C)CC3)nc(NC(C)C)c2cc1OC	-2%
CC[N+](C)(C(=O)O)/C(=C\c1ccccc1)c1ccnc2ccccc12 (stereo not drawn)	5%
CCc1sc(-c2cc3ccccc3oc2=O)nc1-c1ccc(C)cc1	-1%
CCOc1ccc(S(=O)(=O)N2CCN(c3nc(-c4ccccc4)nc4ccccc34)CC2)cc1OCC	0%
COc1ccc(CCn2c3c(c(=O)[nH]c2=S)CN(Cc2ccccc2)CN3)cc1OC	0%
N#C/C(=C\c1ccc(-c2cc(Cl)ccc2Cl)o1)C(=O)Nc1cccc2ncccc12	2%
CCOc1cc2ccccc2cc1C(=O)OCC(=O)Nc1ccc(Br)cc1	18%
CCCC(=O)Oc1ccc2[nH]c(C(=O)c3cc4ccccc4[nH]3)cc2c1	3%
c1ccc(Cn2sc(=Nc3ccccc3)nc2-c2ccccc2)cc1	-1%
CC(C)c1ccc(/C=C2\C=Cc3ccccc32)cc1	-1%
C1=Cc2ccccc2/C1=C\c1cccc(/C=C2\C=Cc3ccccc32)c1	-3%
Cc1ccc(CN(Cc2cc3cc(C)ccc3[nH]c2=O)Cc2nnnn2Cc2ccccc2)cc1	0%
Cc1ccc(NC(=O)COc2ccccc2C(=O)Nc2ccccc2)cc1	1%
O=C1O/C(=C\c2ccc(O)cc2)C(O)=C1c1ccc(O)cc1	11%
CCN(c1ccccc1)C1SC(=O)N(c2ccccc2)C1=O (stereo not drawn)	2%
Oc1ccc(Br)cc1C1C=C(c2ccc3c(c2)OCO3)NC(c2ccc(Br)cc2)N1 (stereo not drawn)	-27%
O=c1c(O)c(-c2ccc(O)cc2O)oc2cc(O)cc(O)c12	10%&0%
COc1ccc(C(=O)C[n+]2cccc3cc(Cl)ccc32)cc1	1%
O=C(CNC(=O)C1CCCCC1)OCC(=O)c1ccc([N+](=O)[O-])cc1	10%
CN(C)c1ccc(C2CCc3ccccc3N2C(=O)c2ccccc2)cc1 (stereo not drawn)	-8%
CC(C)CN(C)c1ccc(/C=C2\C=Cc3ccccc32)cc1	19%
CN1CCC2(CCN3CCc4c(oc5ccccc45)C3C2)N(C)C1=O (stereo not drawn)	-3%
CCCCCCCCCCCCCCCC(=O)NCC(COP(=O)([O-])OCC[N+](C)(C)C)OCC (stereo not drawn)	-73%[inhibitor]
Cc1cc(C)c(S(=O)(=O)Nc2cccc3cccnc23)c(C)c1	-2%
Cc1onc(-c2ccccc2Cl)c1C(=O)Nc1nnc(C2CCCCC2)s1	10%
COc1cccc(OC)c1-c1nn2c(-c3n[nH]c4c3CCC4)nnc2s1	-6%&-2%
Cc1ccc2ncnc(NCc3ccco3)c2c1	5%
Cc1cc(C)[n+](C)c2ccccc12	-1%
CCCCCCCN(CCCCCCC)c1ccc(/C=C/c2ccnc3ccccc23)cc1	-3%
O=C(Nc1cc(OC(=O)C(F)(F)F)c2nonc2c1OC(=O)C(F)(F)F)C(F)(F)F	?
c1ccc2c(CCc3c[nH]c4ccccc34)ccnc2c1	-16%
O/N=C(/C[n+]1cccc(Br)c1)c1ccc2ccccc2c1	0%
C=C1C=C(C)n2ncc(C(=O)Nc3ccc(C)cn3)c2N1	-9%
COc1ccc(/C=C/C(=O)c2cc(C(=O)/C=C/c3ccc(OC)cc3)c(O)cc2O)cc1	-7%
Cc1cnccc1/C=C/c1ccc(N)cc1	-3%

Bioassay records from PubChem.
